High-throughput results (PubChem)
Efflux pump inh: inhibitors of Candida efflux pumps in yeast, primary screen, S. cerevisiae, Nile Red, multiplex; S. cerevisiae Candida pump triplex; 0.44% of 330,000 active; inhibition, % at 10 µM;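 active = plate passing quality check with inhibition over a set limit, or well fluorescence over plate mean plus 4 SD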;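 also: Nile Red retained in pooled yeast measured as flow cytometry median fluorescence; 0% = buffer negative control and 100% = Enniatin B positive control; higher means more Nile Red kept so more efflux inhibition; some compounds called inactive have numbers as strong as hits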
RPL19A TOR yeast: RPL19A-GFP expression modulators in yeast, primary screen, cell-based, S. cerevisiae, multiplex flow cytometry, MLPCN. S. cerevisiae RPL19A-GFP strain, 3 h; stronger effect = lower value. percent response vs DMSO, % at 10 µM. AID 2025, 2009. 0.3% of 330,000 active;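 active = percent response vs DMSO below 50%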;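 also: median channel GFP fluorescence of the barcoded RPL19A-GFP strain; ratio of sample median GFP to plate DMSO average so 100% = DMSO; lower means less RPL19A-GFP as with rapamycin TOR inhibition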
MEP2-GFP yeast: modulators of MEP2-GFP levels in yeast, primary screen, S. cerevisiae, multiplex flow cytometry, MLPCN library | S. cerevisiae MEP2-GFP strain, 3 h; 100% = DMSO control level | GFP response vs DMSO, % at 10 µM | 0.51% of 330,000 active;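 active = GFP response versus DMSO above a set limit, roughly screen mean plus 3 SD, cut at about 180% in these data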;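 also: median GFP fluorescence of the barcode-gated MEP2-GFP cells per well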
AGP1-GFP MLPCN: modulators of AGP1-GFP expression in yeast TOR pathway, primary screen, cell-based, multiplex flow cytometry, S. cerevisiae, MLPCN library; 3 h; GFP as percent of DMSO wells; GFP response vs DMSO, % at 10 µM; 0.02% of 320,000 active; AID 2066, 2009;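 active = GFP response relative to DMSO above a set limit, near screen average plus 3 SD, cut at about 150% in these data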;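 also: median GFP channel fluorescence of the gated AGP1 strain per well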
LAP4-GFP MLPCN: modulators of LAP4-GFP expression in yeast, primary screen, S. cerevisiae, multiplex flow cytometry, MLPCN library. GFP response vs DMSO, % at 10 µM. 3 h; median GFP as percent of DMSO wells. 0.34% of 320,000 active;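 active = GFP response vs DMSO above a set limit, about the screen mean plus 3 SD, cut at about 150% in these data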
AHR act: AHR activators, primary screen, cell-based, luminescence, luciferase reporter, human. AHR-responsive luciferase reporter cells. activation, % at 5 µM. 2.5% of 320,000 active. AID 2796, 2010; in the data active = activation above about 47%;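 also: 0% = vehicle wells and 100% = reference agonist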
Target sequence (P35869 whole entry, looked up): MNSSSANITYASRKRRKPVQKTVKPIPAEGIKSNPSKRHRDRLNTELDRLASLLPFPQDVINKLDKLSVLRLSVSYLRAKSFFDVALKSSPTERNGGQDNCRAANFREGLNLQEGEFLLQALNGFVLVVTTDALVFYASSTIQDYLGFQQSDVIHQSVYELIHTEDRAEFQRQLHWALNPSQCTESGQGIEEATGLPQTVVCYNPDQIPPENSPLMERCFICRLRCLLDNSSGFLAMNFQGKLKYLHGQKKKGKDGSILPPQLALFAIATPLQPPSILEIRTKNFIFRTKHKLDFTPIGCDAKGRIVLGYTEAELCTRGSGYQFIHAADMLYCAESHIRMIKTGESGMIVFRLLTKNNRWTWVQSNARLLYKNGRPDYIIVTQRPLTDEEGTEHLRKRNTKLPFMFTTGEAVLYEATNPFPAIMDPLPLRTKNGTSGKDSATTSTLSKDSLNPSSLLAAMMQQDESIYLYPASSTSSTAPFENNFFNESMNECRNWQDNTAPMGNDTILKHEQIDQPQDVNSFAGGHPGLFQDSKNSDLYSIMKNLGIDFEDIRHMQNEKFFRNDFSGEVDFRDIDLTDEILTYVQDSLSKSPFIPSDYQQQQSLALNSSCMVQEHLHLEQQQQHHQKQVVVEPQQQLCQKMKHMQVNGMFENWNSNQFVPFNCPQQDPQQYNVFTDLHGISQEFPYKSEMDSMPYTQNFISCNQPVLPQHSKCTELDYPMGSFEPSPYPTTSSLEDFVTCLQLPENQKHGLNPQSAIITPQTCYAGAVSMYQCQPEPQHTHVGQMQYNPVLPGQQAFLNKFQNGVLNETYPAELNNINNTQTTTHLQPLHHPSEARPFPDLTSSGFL
CIT2-GFP yeast: modulators of CIT2-GFP expression in yeast, primary screen, S. cerevisiae, GFP fusion, multiplex flow cytometry, MLPCN library | S. cerevisiae CIT2-GFP strain, 3 h; 100 means same as DMSO wells | GFP response vs DMSO, % at 10 µM | 0.065% of 320,000 active;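 active = GFP response relative to DMSO above a set limit, near the screen mean plus 3 SD, cut at about 150% in these data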;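 also: ratio of well median GFP fluorescence to mean of DMSO wells on the plate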
Yeast superoxide: reduction of superoxide in aged yeast, primary screen, HTS | 0.18% of 330,000 active | S. cerevisiae aged cells, superoxide DHE fluorescence; stronger effect = lower value | superoxide response (% of plate mean), % at 10 µM;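 active = superoxide response under a set limit, about three screen SD below normal, cut at about 65% in these data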;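 also: yeast aged for seven days with compound at 30 °C before DHE staining; 100% = average MFI of all compound-treated wells on the plate with controls excluded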
An asterisk follows results filed as active; . = not tested or not shown.

SMILES | Efflux pump inh | RPL19A TOR yeast | MEP2-GFP yeast | AGP1-GFP MLPCN | LAP4-GFP MLPCN | AHR act | CIT2-GFP yeast | Yeast superoxide
CCOC(=O)Cn1c(=NC(=O)CSC(C)=O)sc2cc(F)ccc21 | 0.0 | 96 | 92 | 97 | 96 | 0 | 105 | 71
COc1ccc(OCCCC(=O)Nc2cccnc2)cc1 | 0.2 | 91 | 97 | 93 | 95 | 5 | 93 | 110
COc1cc(O)c(C(CC(=O)N2CCCC(C)C2)c2ccc(N(C)C)cc2)c(OC)c1 (configuration not stated) | 0.0 | 103 | 101 | 109 | 97 | 5 | 105 | 91
O=C(O)c1cccc(S(=O)(=O)Nc2ccc(O)c(Sc3nc4ccccc4s3)c2)c1 | -0.1 | 99 | 90 | 109 | 104 | 3 | 105 | 102
O=C(COc1ccc(Br)cc1F)NC1CC1 | -0.1 | 100 | 107 | 92 | 96 | -1 | 100 | 90
Cc1ccc(CNC(=O)CCS(=O)(=O)Cc2ccc(C)cc2)cc1 | 0.1 | 110 | 126 | 109 | 106 | 2 | 117 | 103
N#Cc1ccccc1CSc1ccc(-c2nc3ccccc3[nH]2)cn1 | 0.0 | 92 | 98 | 98 | 112 | -2 | 84 | 93
CCCCc1ccc(NC(=O)COc2ccc(C(=O)Nc3ccccc3OCC)cc2)cc1 | -0.2 | 94 | 102 | 90 | 89 | 2 | 100 | 93
C/C(=N/NC(=O)c1ccoc1C)c1ccc(NC(=O)C2CCCC2)cc1 | 0.5 | 99 | 101 | 96 | 97 | 10 | 93 | 97
O=C(Nc1ccc(N2CCOCC2)cc1)C1CC(=O)N(c2ccccc2)C1 (configuration not stated) | -0.1 | 109 | 108 | 95 | 85 | 3 | 109 | 92
Cc1onc(-c2ccccc2Cl)c1C(=O)N1CCOC12CCN(c1cccc(F)n1)CC2 | 0.0 | 101 | 103 | 104 | 101 | 3 | 99 | 107
CCN(CC(=O)NCc1cccs1)C(=O)COc1ccccc1C#N | 0.0 | 92 | 95 | 93 | 94 | 19 | 92 | 91
CC(C)(C)C(=O)Nc1cccc(-c2cc(-c3c(Cl)cccc3Cl)no2)c1 | -0.1 | 94 | 96 | 99 | 109 | 1 | 93 | 96
COc1cc(OC)c2c(c1)O/C(=C\c1ccccc1)C2=O | 0.0 | 92 | 88 | 89 | 122 | 15 | 85 | 85
COCCC1CCCCN1C(=O)c1cccc(OC2CCN(C3CCCC3)CC2)c1 (configuration not stated) | 0.0 | 96 | 100 | 102 | 104 | 0 | 97 | 93
Cn1c(COc2ccccc2Br)nc2ccccc21 | -0.1 | 96 | 100 | 92 | 111 | 15 | 90 | 98
O=C(CN1C(=O)NC2(CCCCCC2)C1=O)NCCc1ccccc1 | -0.2 | 99 | 105 | 103 | 103 | 2 | 102 | 95
COc1ccccc1/C=N\NC(=O)c1c(C)nc2ccc(Cl)cn12 | 0.0 | 105 | 108 | 108 | 97 | . | 104 | 104
Cn1c(SCC(=O)NCc2ccccc2)nc2ccccc21 | -0.1 | 101 | 104 | 106 | 99 | 3 | 104 | 94
CCOC(=O)N1CCN(C(=O)CNS(=O)(=O)c2c(C)cc(C)cc2C)CC1 | -0.1 | 106 | 108 | 102 | 94 | -1 | 106 | 95
CCc1nnc(NC(=S)Nc2ccccc2)s1 | -0.3 | 103 | 108 | 99 | 116 | 15 | 105 | 94
Cc1cccc(OCC(=O)Nc2ccc3c(C)cc(=O)oc3c2)c1 | 0.0 | 95 | 89 | 85 | 83 | 0 | 92 | 105
CCOc1ccc(C(=O)NCc2ccc3c(c2)OCO3)cc1OCC | 0.0 | 107 | 108 | 106 | 98 | 4 | 109 | 112
COCCN=C1Sc2nc3cc4c(cc3cc2CN1CC1CCCO1)OCO4 (configuration not stated) | -0.1 | 104 | 103 | 90 | 92 | 1 | 98 | 90
CCC(=O)Nc1c(C)nn(C(=O)CC)c1C | -0.1 | 99 | 98 | 104 | 95 | 4 | 103 | 100

Nothing new here: an excerpt of the list.
SMILES | Efflux pump inh | RPL19A TOR yeast | MEP2-GFP yeast | AGP1-GFP MLPCN | LAP4-GFP MLPCN | AHR act | CIT2-GFP yeast | Yeast superoxide
COCCN=C1Sc2nc3cc4c(cc3cc2CN1CC1CCCO1)OCO4 (configuration not stated) | -0.1 | 104 | 103 | 90 | 92 | 1 | 98 | 90
CCC(=O)Nc1c(C)nn(C(=O)CC)c1C | -0.1 | 99 | 98 | 104 | 95 | 4 | 103 | 100

5 records picked at random from the list so far:
SMILES | Efflux pump inh | RPL19A TOR yeast | MEP2-GFP yeast | AGP1-GFP MLPCN | LAP4-GFP MLPCN | AHR act | CIT2-GFP yeast | Yeast superoxide
CC(C)(C)C(=O)Nc1cccc(-c2cc(-c3c(Cl)cccc3Cl)no2)c1 | -0.1 | 94 | 96 | 99 | 109 | 1 | 93 | 96
CCOc1ccc(C(=O)NCc2ccc3c(c2)OCO3)cc1OCC | 0.0 | 107 | 108 | 106 | 98 | 4 | 109 | 112
COCCC1CCCCN1C(=O)c1cccc(OC2CCN(C3CCCC3)CC2)c1 (configuration not stated) | 0.0 | 96 | 100 | 102 | 104 | 0 | 97 | 93
N#Cc1ccccc1CSc1ccc(-c2nc3ccccc3[nH]2)cn1 | 0.0 | 92 | 98 | 98 | 112 | -2 | 84 | 93
C/C(=N/NC(=O)c1ccoc1C)c1ccc(NC(=O)C2CCCC2)cc1 | 0.5 | 99 | 101 | 96 | 97 | 10 | 93 | 97

More entries:
SMILES | Efflux pump inh | RPL19A TOR yeast | MEP2-GFP yeast | AGP1-GFP MLPCN | LAP4-GFP MLPCN | AHR act | CIT2-GFP yeast | Yeast superoxide
NC1=NC[C@H](Cc2ccc(O)cc2)N1CCc1cccc2ccccc12 | -0.1 | 92 | 90 | 72 | 122 | 8 | 67 | 110
COc1ccccc1C(=O)Oc1cc(N)n(S(=O)(=O)c2ccc(C)cc2)n1 | -0.2 | 98 | 95 | 101 | 101 | 10 | 92 | 92
CCOc1ccc(N(CC(=O)Nc2ccccc2C(=O)N2CCOCC2)S(=O)(=O)c2ccc(F)cc2)cc1 | -0.1 | 90 | 87 | 89 | 78 | 1 | 97 | 111
O=C(COC(=O)Cc1ccc(Br)cc1)NC1CCCC1 | 0.1 | 103 | 106 | 103 | 90 | -2 | 107 | 108
CCOc1ccc2[nH]cc(C(=O)N3CCN(CC)CC3)c(=O)c2c1 | 0.0 | 99 | 93 | 98 | 101 | 10 | 103 | 80
CC(C)C(=O)NCCc1nc(-c2ccccc2)no1 | 0.2 | 95 | 88 | 78 | 96 | 6 | 73 | 100
CCOC(=O)N1CCC(NS(=O)(=O)c2ccc3c(c2)OCC(=O)N3)CC1 | 0.0 | 98 | 105 | 108 | 100 | -1 | 100 | 106
Cc1ccsc1C(=O)NNC(=O)C1CC=CCC1C(=O)O (configuration not stated) | -0.1 | 98 | 99 | 98 | 99 | 17 | 96 | 97
O=C(O)C1CC(O)CN1C(=O)c1ccco1 (configuration not stated) | 0.2 | 103 | 95 | 101 | 104 | 3 | 90 | 102
CC(=O)Nc1ccc(NC(=O)COc2ccc(S(=O)(=O)N3CCCC3)cc2C)cc1 | 0.1 | 109 | 109 | 106 | 106 | 3 | 106 | 105
CC(=O)c1ccc(N2CCN(C(=O)c3cccc(Oc4ccccc4)c3)CC2)cc1 | 0.0 | 102 | 102 | 98 | 117 | 1 | 102 | 106
CCOc1ccc(N(CC(=O)Nc2ccc(CC)cc2)S(=O)(=O)c2c(C)[nH]c(=O)[nH]c2=O)cc1 | 0.0 | 101 | 110 | 102 | 103 | 2 | 99 | 109
COc1ccccc1NC(=O)Nc1ncccc1C | 0.1 | 100 | 118 | 99 | 108 | 20 | 101 | 93
Cc1cccc(Sc2ccc([N+](=O)[O-])cn2)c1 | -0.1 | 101 | 101 | 109 | 89 | 0 | 108 | 98
COc1ccc(C(=O)NNC(=O)C2CCCN(C3CC(=O)N(c4ccccc4)C3=O)C2)cc1 (configuration not stated) | -0.3 | 101 | 98 | 100 | 106 | -2 | 96 | 111
O=C(CN1c2cccc3cccc(c23)S1(=O)=O)NCCc1ccccc1 | -0.2 | 96 | 98 | 104 | 108 | 1 | 97 | 67
COc1ccc2cc3cc(C(=O)N4CCN(c5ccccc5)CC4)oc3nc2c1 | 0.4 | 92 | 101 | 90 | 101 | 12 | 96 | 82
Cc1ccc2nc(/C(C#N)=C/c3ccccc3C(=O)O)[nH]c2c1 | -0.1 | 103 | 105 | 104 | 96 | 30 | 109 | 94
NS(=O)(=O)c1cccc(NC(=O)CNC(=O)CC23CC4CC(CC(C4)C2)C3)c1 | 0.2 | 99 | 102 | 103 | 108 | -2 | 103 | 111
O=C(Nc1ccccc1C(=O)Nc1ccccc1)c1cccs1 | 0.0 | 97 | 110 | 100 | 99 | 92* | 96 | 91
O=C(c1cc(=O)[nH]c2ccccc12)N1CCN(c2ccc([N+](=O)[O-])cc2)CC1 | 0.0 | 97 | 97 | 101 | 112 | 2 | 107 | 95
CCN(CC)C(=O)CN1C(=O)C2CC=C(Cl)CC2C1=O (configuration not stated) | -0.1 | 106 | 92 | 108 | 87 | -1 | 113 | 103
CN(C)C1(CNC(=O)c2cccc(S(=O)(=O)NCc3ccccc3)c2)CCCCC1 | -0.1 | 101 | 100 | 101 | 94 | 0 | 95 | 86
CC(=O)Cc1nsc(NC(=O)c2ccc(COc3ccccc3)o2)n1 | -0.2 | 94 | 100 | 92 | 92 | 4 | 99 | 102
C[C@@H](C(=O)CC(=O)OC(C)(C)C)[C@@H](O)c1c(F)cccc1Cl | 0.1 | 95 | 102 | 91 | 144 | 0 | 99 | 103
(list continues)
SMILES | Efflux pump inh | RPL19A TOR yeast | MEP2-GFP yeast | AGP1-GFP MLPCN | LAP4-GFP MLPCN | AHR act | CIT2-GFP yeast | Yeast superoxide
COc1ccc(CCN(C)C(=O)c2ccc(S(=O)(=O)NCc3ccco3)cc2)cc1OC | -0.1 | 101 | 95 | 100 | 86 | 5 | 96 | 89
O=C(CSc1nnc(COc2ccc(Cl)cc2Cl)o1)Nc1ccccn1 | 0.0 | 107 | 85 | 102 | 70 | -2 | 121 | 98
Cc1ccc2nc(N/N=C\c3ccc([N+](=O)[O-])o3)nc(-c3ccccc3)c2c1 | 0.0 | 104 | 100 | 107 | 107 | 11 | 95 | 118
CCO[C@@H]1OC(C(=O)NC2CC2)=C[C@H](C2CCCCC2)[C@H]1CCCO | 0.1 | 103 | 96 | 88 | 110 | 0 | 90 | 104
CCCCC(CC)COC(=O)c1ccc(N(C)C)cc1 (configuration not stated) | -0.2 | 99 | 95 | 100 | 99 | -1 | 90 | 114
Cc1cc(F)ccc1S(=O)(=O)N1CCCOC1CNC(=O)C(=O)NC1CCCC1 (configuration not stated) | 0.0 | 102 | 85 | 98 | 83 | 4 | 96 | 94
O=S(=O)(Nc1nc2ccccc2nc1NCC1CCCO1)c1cccc(Cl)c1 (configuration not stated) | 0.0 | 94 | 92 | 86 | 93 | 5 | 97 | 104

As entered above.
RPL19A TOR yeast result of COc1ccc(CCN(C)C(=O)c2ccc(S(=O)(=O)NCc3ccco3)cc2)cc1OC stands at 101
AHR act result of CCCCC(CC)COC(=O)c1ccc(N(C)C)cc1 (configuration not stated) stands at -1
AGP1-GFP MLPCN result of O=S(=O)(Nc1nc2ccccc2nc1NCC1CCCO1)c1cccc(Cl)c1 (configuration not stated) stands at 86
